# Screening results (PubChem)
# Mito fusion act: inhibitors of mitochondrial division or activators of mitochondrial fusion; S. cerevisiae fusion-defective mutant growth rescue, CellTiterGlo 48 h; Potency, µM (highest dose often 46.1 µM), for inactives: at the top dose growth rescue (activation), usual class: activators; 0.23% of 320,000 active;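 further: potency means the concentration at half of the fitted maximal effect; % of control where 0% means no effect; nearly all actives have a fitted effect of over 45% in size; temperature-sensitive fusion mutants such as fzo1-1 at 37 °C on non-fermentable ethanol glycerol medium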
#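 Read-out: ATP-based luminescence (CellTiterGlo, 10 min ambient) reporting growth of fusion-defective ts yeast after 48 hours at 37C on glycerol/ethanol YPEG medium in the presence of compound.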
# TSHR antagonist: human thyrotropin receptor antagonism; TSHR-expressing cells, TSH-stimulated cAMP HTRF, 2 h; hits give low values; activity change, negative = inhibition, % at 11.5 µM; 0.2% of 330,000 active; AID 504810;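 active means activity change below a set negative limit, meaning inhibition stronger than a set level, cut at about -70% in these data; inconclusive means activity change between two set negative limits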; further: on the % scale 0 is the no-effect control and ±100 the full control effect
# Target sequence (P16473 whole entry, looked up): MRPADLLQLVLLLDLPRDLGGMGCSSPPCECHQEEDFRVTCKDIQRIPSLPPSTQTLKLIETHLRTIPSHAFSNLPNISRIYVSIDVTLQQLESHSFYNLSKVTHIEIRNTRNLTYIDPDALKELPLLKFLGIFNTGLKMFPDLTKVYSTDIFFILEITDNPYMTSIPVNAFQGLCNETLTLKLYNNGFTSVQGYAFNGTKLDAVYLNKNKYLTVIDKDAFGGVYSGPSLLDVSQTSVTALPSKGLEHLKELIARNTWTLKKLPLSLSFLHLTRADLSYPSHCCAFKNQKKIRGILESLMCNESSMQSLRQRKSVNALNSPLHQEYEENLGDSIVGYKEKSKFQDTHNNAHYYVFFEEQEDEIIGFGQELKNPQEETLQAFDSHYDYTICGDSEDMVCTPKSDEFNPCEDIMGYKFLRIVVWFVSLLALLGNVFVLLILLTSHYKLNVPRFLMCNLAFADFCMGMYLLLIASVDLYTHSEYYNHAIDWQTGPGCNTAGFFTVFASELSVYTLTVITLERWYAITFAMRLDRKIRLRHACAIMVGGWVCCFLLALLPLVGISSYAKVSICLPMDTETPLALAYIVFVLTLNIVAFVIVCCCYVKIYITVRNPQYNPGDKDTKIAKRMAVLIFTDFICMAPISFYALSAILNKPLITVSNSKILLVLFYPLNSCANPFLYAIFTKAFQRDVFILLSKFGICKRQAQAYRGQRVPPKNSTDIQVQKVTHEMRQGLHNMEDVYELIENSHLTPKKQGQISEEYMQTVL
#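 Competitive HTRF cAMP read-out (cryptate anti-cAMP antibody, cAMP-d2; 30 min, room temperature) in freshly harvested TSHR cells. Compounds added before TSH at EC80 (4nM final), followed by 2 hours' incubation at 37 deg C.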
# KCNH2 3.1 block: KCNH2 3.1 (human) potassium channel inhibition; U2OS KCNH2 3.1, thallium flux FluxOr; hits give low values; activity change, % (tested at about 1.8 µM); 0.95% of 340,000 active; AID 720553;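 active means maximum activity change below -70%; inconclusive means maximum activity change from -70% to -50%; inactive means maximum activity change above -50%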;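 further: thallium influx rate constant from kinetic fluorescence after stimulation buffer; on the % scale 0 is the no-effect control and ±100 the full control effect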
#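 Thallium flux read-out: FluxOr dye with Red40 quencher in HBSS/HEPES, 45 min at RT. Rate constants from kinetic reads were normalized to positive and negative DMSO controls. Cells: U2OS virally expressing the 3.1 isoform.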
# ELG1 DNA repair: ELG1-dependent DNA repair inhibition | HEK293T ELG1-luciferase reporter, luminescence, 16 h; DNA damage induced by 5-fluorouridine | Potency, µM (titrated, usually from 46.1 µM), without a hit: at the top dose activity change, negative = inhibition, usual class: inhibitors | 2.3% of 330,000 active; further: potency means the concentration at half of the fitted maximal effect; on the % scale 0 is the no-effect control and ±100 the full control effect; nearly all actives have a fitted effect of over 55% in size
#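 Cells (2,000 per well) received 5-fluorouridine plus test compound or DMSO and were incubated 16 hr at 37 °C, 5% CO2. Luciferase activity was read by luminescence 30 min after ONE-Glo addition; signal suppression marked inhibition of damage-induced ELG1 function.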
# TRPV1 ag: activates the human vanilloid receptor TRPV1. Q8NER1. TRPV1-expressing cells, Fluo-8 calcium influx, agonist mode. activation, % at 8.33 µM. 0.19% of 320,000 active. AID 540275; in the data active means activation above about 80%; inconclusive means between about 30% and that limit; further: 0% is about no effect
#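 Fluo-8 calcium influx in TRPV1-expressing cells, kinetic read (ex 480/em 520 nm). Compound added and read 3 min for agonist activity, followed by capsaicin at EC20 final and 2 min further read for enhancement.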
# TCR act: activators of T cell receptors; 330,000 tested, under 10 active; primary human leukocytes, anti-CD3, IL-2 HTRF, 48 h; Potency, µM (top dose mostly 9.22 µM), for inactives: at the highest dose activation of IL-2 secretion, most hits filed as activators; further: % of control where 0% means no effect
#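 48 hr co-incubation of compounds, a-CD3 beads and primary human leukocytes; IL-2 quantified homogeneously by HTRF with anti-IL-2 K and d2 conjugates.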
# USP2a inh: inhibitors of human ubiquitin-specific protease USP2a | O75604 | USP2 core, Ub-CHOP2 coupled fluorogenic reporter, 485/531 | Potency, µM (highest dose often 38.3 µM), for inactives: at the highest dose activity change, negative = inhibition, hits mostly inhibitors | 0.01% of 330,000 active;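 further: potency means the concentration at half of the fitted maximal effect; plate controls were DMSO wells for no effect and full inhibition by NEM control for full effect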
#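 USP2 core (10nM final) preincubated 30min RT with compound in 20mM Tris-HCl pH 8.0, 2mM CaCl2, 2mM beta-mercaptoethanol, 0.05% CHAPS; 25nM Ub-CHOP2 plus 25nM reporter substrate added, fluorescence (Ex485/Em531) read after 60min.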
# hERG WT inh: blocks the wildtype human KCNH2 potassium channel | activity change, % at 1.84 µM | Q12809 | 0.37% of 340,000 active | U2OS, BacMam KCNH2, thallium flux FluxOr; hits give low values;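 active means maximum activity change below -70%; inconclusive means maximum activity change between -70% and -50%; inactive means maximum activity change above -50%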; further: on the % scale 0 is the no-effect control and ±100 the full control effect
#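 U2OS cells transduced with wild-type KCNH2 virus are loaded with FluxOr dye for 45 min, and thallium flux is measured in kinetic reads before and after stimulation buffer. Rate constants are normalized to DMSO controls.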
# AT treatment: candidate therapy for ataxia-telangiectasia. AID 485349. Potency, µM (doses to about 57.5 µM), without a hit: top-dose activation, most hits filed as activators. […] A-T fibroblasts, KAP-1 phosphorylation AlphaLISA; neocarzinostatin DNA damage 30 min before lysis. 0.19% of 320,000 active; further: potency means the concentration at half of the fitted maximal effect; % of control where 0% means no effect; nearly all actives have a fitted effect of over 45% in size
#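 ATM-like activity read as KAP-1 phosphorylation via AlphaLISA donor/acceptor antibody pairs after lysis and 6 hr at 25C. Cells were ATM-null patient fibroblasts ([…], hTERT), dosed 60 min, then exposed to the DSB inducer NCS for 30 min.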
# Eya2 phos inh: inhibitors of human Eya2 phosphatase activity | recombinant Eya2, OMFP fluorescence dephosphorylation (OMFP is methylfluorescein phosphate) | O00167 | 0.006% of 330,000 active | Potency, µM (highest dose often 76.9 µM), inactives show top-dose activity, negative = inhibition, usual class: inhibitors; further: potency means the concentration at half of the fitted maximal effect; on the % scale 0 is the no-effect control and ±100 the full control effect
#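 Eya2 protein (added as 0.2 uM solution) was preincubated with compound for 10 min at ambient temperature in 50 mM HEPES pH 7.5, 50 mM NaCl, 5 uM MgCl2, 0.05% BSA, 1 mM DTT. OMFP (added at 50 uM) then reacted 10 min; fluorescence read at 485/525 nm.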
# * = called active by the depositor; i = inactive; ? = inconclusive; . = no result given; [ ] = another dose, or the depositor's remark. Unless noted, the call rests on the fitted dose curve; in most records, active means well fitted curve in the direction sought with a large enough effect; inconclusive means small, poorly fitted or top-dose-only effect, or another doubt; inactive means no such curve, though single readings can be large; an effect the other way counts as inactive or inconclusive.
Structure	Mito fusion act	TSHR antagonist	KCNH2 3.1 block	ELG1 DNA repair	TRPV1 ag	TCR act	USP2a inh	hERG WT inh	AT treatment	Eya2 phos inh
Cc1ccc(C(=O)c2cc([N+](=O)[O-])ccc2N2CCCCC2)c(C)c1	-14%	-9	-13	17%	5	-7%[46.1 µM]	0%	-6	1%	-1%
O=C(Nc1ccc(Cl)cc1)Nc1ccc(C(=O)N2CCOCC2)cc1	2%	-6	-14	0%	4	-4%	1%	-2	5%	2%
COc1cccc(C(=O)OCC(=O)N2CCC(Cc3ccccc3)CC2)c1OC	.	-16	-12	?	.	2%	-9%	4	-1%	-2%
COc1cc(NS(=O)(=O)c2ccc(NC(=S)NC(=O)C3CCCC3)cc2)nc(OC)n1	2%	-1	-4	-4%	-5	-18%	0%	-18	-5%	-2%
COc1cccc(CNCC(=O)Nc2ccc(N3CCOCC3)cc2)c1	-1%	-7	-39	?	7	-6%	2%	-2	0%	6%
CSc1ccccc1C(=O)NCc1ccc(S(N)(=O)=O)cc1	2%	4	1	5%	3	3%	-1%	-16	2%	20%
CCCCn1c(=O)c(CC(C)=O)nc2ccccc21	24%	0	-9	1%	8	1%[46.1 µM]	1%	i	3%	1%
Cc1ccc(S(=O)(=O)CC(=O)N(C)C)cc1	1%	-12	-1	-3%	1	-2%[46.1 µM]	4%	3	-4%	-16%
Cc1cc(C(=O)COC(=O)/C=C/c2ccc(F)cc2)c(C)n1C	-1%	-22	3	6%	-1	1%	-1%	-2	-1%	26%
CCOc1ccc(CN(CCO)CCO)cc1C(=O)OC	1%	-2	27	0%	0	-24%	0%	3	-5%	11%
CCOc1cc(C(=O)N(C)c2ccccc2)cc(OCC)c1OCC	-4%	-3	-10	-17%	15	2%	-11%	-13	12%	3%
CCNC(=O)/N=C1/NC(=O)C(C(C)C)O1 (stereo not drawn)	-4%	-4	5	-13%	0	3%	-2%	0	0%	3%
COCC1CCN(C(=O)C2CCC(=O)N(C3CCCC3)C2)CC1 (stereo not drawn)	1%	8	-1	?	-5	1%	2%	9	1%	7%
Cc1nn(CC2CC2)c(=O)n1-c1ccccc1F	-7%	6	16	-3%	5	1%	1%	-2	1%	5%
O=C(O)CCN1C(=O)C2CCCCC2C1=O (stereo not drawn)	-1%	0	21	3%	0	-12%	4%	5	3%	10%
Cc1ccc(S(=O)(=O)N(C)c2ccc(C(=O)N3CCc4ccccc4C3)cc2)cc1	15%	-6	-2	?	1	-10%	2%	4	1%	-3%
COc1ccc(-n2c(-c3ccccc3)c[n+]3c2CCC3)cc1	2%	-6	3	?	1	2%	0%	0	4%	-23%
COc1ccc(-n2c(C)nc3sc4c(c3c2=O)CCCC4)cc1	17%	-1	.	-17%	26	.	6%	.	-4%	4%
Cc1c(C(=O)NC(C)c2ccccn2)oc2c(Cl)cccc12 (stereo not drawn)	10%	-4	4	29%	15	0%	0%	-3	8%	18%
NC(=O)c1ccccc1NS(=O)(=O)Cc1ccc(Cl)cc1	3%	2	-8	14%	4	.	0%	-9	1%	-3%
O=C(c1ccco1)N1CCN(C(c2ccc(F)cc2)c2nnnn2Cc2cccs2)CC1 (stereo not drawn)	3%	-6	2	-7%	4	-7%	2%	28	9%	3%
COc1cccc(N2CCN(CC(=O)Nc3ccc(SC(F)F)cc3)CC2)c1	16%	-4	-12	-27%	19	-1%[46.1 µM]	0%	1	5%	-9%
O=C(CN1CCc2ccccc2C1)NCc1ccco1	-2%	12	-1	16%	0	3%	2%	16	14%	13%
O=C(Nc1cccc(Cl)c1Cl)c1ccncc1	1%	-4	-1	-3%	0	0%	1%	19	-3%	9%
COc1cc2c(cc1OC)C(c1ccc(N(C)C)cc1)NCC2 (stereo not drawn)	-11%	-8	-5	-2%	9	5%	3%	-1	-10%	12%
COc1ccc(/C=N/NC(=O)c2ccncc2)c(C(=O)O)c1OC	-2%	-8	1	-3%	26	3%	0%	6	-7%	?
COc1ccc(/C=C/C(=O)OCC(=O)NCCC2=CCCCC2)cc1OC	?	-9	-9	6%	6	6%	-2%	-10	2%	7%
Cn1nc(C(=O)Nc2cccc(C(F)(F)F)c2)ccc1=O	0%	2	10	3%	22	-1%	0%	0	4%	3%
Cc1nc(SCC(=O)Nc2ccc3c(c2)OCCO3)nc(C)c1C	-6%	-5	-5	0%	-4	2%	4%	-14	8%	-13%
Cc1cc(NS(=O)(=O)c2ccc(NC(=O)c3ccc(Cl)cc3Cl)cc2)no1	12%	-4	-1	-1%	-3	-37%	5%	-11	-4%	0%
COc1ccc(C2NC(=O)NC(C)=C2C(=O)OCc2ccc3c(c2)OCO3)cc1OC (stereo not drawn)	3%	20	10	10µM*	5	9%[46.1 µM]	-1%	6	1%	-1%
CN1CCN(c2c(F)cc3c(=O)c(C(=O)O)cn(CCF)c3c2F)CC1	-1%	6	.	.	2	.	2%	.	.	-12%
CN(C)c1ccc(/C=C2\C(=N)N3N=C(CC(=O)N4CCCC4)SC3=NC2=O)cc1Br	6%	-5	-4	-3%	0	-6%	2%	-8	-6%	7%
COc1cccc(-c2ccc(NC(=O)C3CCCN(Cc4cnn(C(C)C)c4)C3)cc2)c1 (stereo not drawn)	-7%	6	-23	-3%	-1	-1%	-1%	17	1%	-5%
Cc1ccc(NC2(c3nnnn3-c3c(C)cccc3C)CCCCC2)cc1	6%	-18	-9	-1%	4	-3%[46.1 µM]	-2%	14	1%	-1%
CC(C)(C)c1ccc(-n2ncc3c2CCCC3NC(=O)c2csnn2)cc1 (stereo not drawn)	0%	14	5	4%	12	6%	0%	-5	7%	-15%
COc1ccccc1C(=O)Nc1cc(Cl)ccc1O	2%	0	24	?	2	3%	1%	1	6%	-10%
Cc1cccc(NC(=O)CCc2nc3sc4c(c3c(=O)[nH]2)CCCC4)n1	18%	-2	16	?	-1	-3%	-9%	-2	-1%	-12%
COc1ccc(CNC(=O)C2CCCN(Cc3nc(-c4cccc(C)c4)oc3C)C2)cc1 (stereo not drawn)	15%	0	?	?	-6	-7%	-10%	-11	3%	-4%
CN(Cc1ccc(F)cc1)C(=O)c1cccc(NS(=O)(=O)c2ccccc2)c1	0%	32	-5	-9%	-2	-2%	-1%	9	12%	-1%
Cc1cc(Cl)c2oc(C(=O)N(CCO)Cc3ccccc3)c(C)c2c1	3%	-14	25	-7%	19	2%	-10%	-9	7%	10%
CCOc1ccccc1CN1CCNC(=O)C1CC(=O)NCc1ccccn1 (stereo not drawn)	-1%	-2	-4	20%	1	0%	4%	-15	20%	-1%
COc1ccc(-c2cc(C(=O)O)c3sc(N4CCCCC4)nc3n2)cc1OC	-4%	-9	6	5%	-2	-9%	4%	4	-3%	0%

# By substructure, the compounds so far containing a Cl atom (7)
Structure	Mito fusion act	TSHR antagonist	KCNH2 3.1 block	ELG1 DNA repair	TRPV1 ag	TCR act	USP2a inh	hERG WT inh	AT treatment	Eya2 phos inh
O=C(Nc1ccc(Cl)cc1)Nc1ccc(C(=O)N2CCOCC2)cc1	2%	-6	-14	0%	4	-4%	1%	-2	5%	2%
Cc1c(C(=O)NC(C)c2ccccn2)oc2c(Cl)cccc12 (stereo not drawn)	10%	-4	4	29%	15	0%	0%	-3	8%	18%
NC(=O)c1ccccc1NS(=O)(=O)Cc1ccc(Cl)cc1	3%	2	-8	14%	4	.	0%	-9	1%	-3%
O=C(Nc1cccc(Cl)c1Cl)c1ccncc1	1%	-4	-1	-3%	0	0%	1%	19	-3%	9%
Cc1cc(NS(=O)(=O)c2ccc(NC(=O)c3ccc(Cl)cc3Cl)cc2)no1	12%	-4	-1	-1%	-3	-37%	5%	-11	-4%	0%
COc1ccccc1C(=O)Nc1cc(Cl)ccc1O	2%	0	24	?	2	3%	1%	1	6%	-10%
Cc1cc(Cl)c2oc(C(=O)N(CCO)Cc3ccccc3)c(C)c2c1	3%	-14	25	-7%	19	2%	-10%	-9	7%	10%

# Fetched by structure from the entries so far (2):
Structure	Mito fusion act	TSHR antagonist	KCNH2 3.1 block	ELG1 DNA repair	TRPV1 ag	TCR act	USP2a inh	hERG WT inh	AT treatment	Eya2 phos inh
COc1ccccc1C(=O)Nc1cc(Cl)ccc1O	2%	0	24	?	2	3%	1%	1	6%	-10%
Cc1cc(Cl)c2oc(C(=O)N(CCO)Cc3ccccc3)c(C)c2c1	3%	-14	25	-7%	19	2%	-10%	-9	7%	10%

# This is a subset. The share of hits here may be higher or lower than overall.
